E-sel TNF inh = blocks E-selectin expression induced by TNF alpha; HUVEC TNFa-induced E-selectin immunofluorescence, high content; inhibition, % at 2 µM; 0.71% of 120,000 active; AID 1246;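 active = inhibition above the batch mean plus 3 SD, and confirmed as a hit on visual image review, cut at about 43% in these data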;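 note: 0% = TNF-stimulated DMSO wells and 100% = unstimulated control wells; not every result past the cut was called active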
Measles CPE = protection of cells from measles virus. Measles virus-infected cells, CPE protection, absorbance. protection (pct of control), % at 4 µM. 1.5% of 140,000 active. AID 841; in the data active = protection mostly above about 24%, no sharp cut-off; inactive = mostly below about 26%; note: some compounds called inactive have numbers as strong as hits
PTEN del growth = PTEN-deleted cell growth suppression. 1.2% of 140,000 active. HCT116 PTEN-null viability, CellTiter-Glo, 60 h; stronger effect = lower value. viability, % at 10 µM. AID 827;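 active = viability at or below a set limit, 4 SD under the median of all tested compounds, cut at about 3.7% in these data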;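 note: PTEN knockout HCT116 line with beta catenin targeted HCT116 as companion control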
HCT116 bCat-KO = beta-catenin-lacking colon tumor cell growth suppression | HCT116 beta-catenin knockout viability, CellTiter-Glo, 60 h; stronger effect = lower value | 1.5% of 140,000 active | viability, % at 10 µM;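 active = viability at or under a set limit, the compound median less 4 SD, cut at about 6% in these data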;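 note: 0% = Hyamine 1622 control at 20 µM and 100% = untreated cell control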
Yeast life ext = extends the lifespan of yeast; S. cerevisiae growth with nicotinamide, OD615; deaD strain in restrictive glucose medium; inhibition of the nicotinamide effect, % at 10 µM; 0.68% of 130,000 active;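 active = inhibition above a set limit, placed 3 SD over the median of all compounds, cut at about 26% in these data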;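 note: 0% = nicotinamide-treated wells and 100% = cells grown without nicotinamide; some compounds called inactive have numbers as strong as hits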
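Assay system: DeaD-strain S. cerevisiae. Medium: CSMM-D glucose medium, restrictive. Reagent: nicotinamide, 1.5 mM, co-present with compound. Compound: 10 µM single point, 0.25% DMSO. Schedule: culture preincubation 4 h, compound exposure 48 h, both 30 °C. Detection: absorbance at 615 nm.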
GALR2 blocker = antagonists of human galanin receptor 2 (GALR2); GALR2-expressing cells, antagonist mode; 0.39% of 140,000 active; inhibition, % at 4 µM; AID 828; O43603; in the data active = inhibition above about 27%;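 note: cells stimulated with galanin 1-16 at roughly its EC80; 0% = agonist challenge control and 100% = basal control without agonist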
Target sequence (O43603 whole entry, looked up): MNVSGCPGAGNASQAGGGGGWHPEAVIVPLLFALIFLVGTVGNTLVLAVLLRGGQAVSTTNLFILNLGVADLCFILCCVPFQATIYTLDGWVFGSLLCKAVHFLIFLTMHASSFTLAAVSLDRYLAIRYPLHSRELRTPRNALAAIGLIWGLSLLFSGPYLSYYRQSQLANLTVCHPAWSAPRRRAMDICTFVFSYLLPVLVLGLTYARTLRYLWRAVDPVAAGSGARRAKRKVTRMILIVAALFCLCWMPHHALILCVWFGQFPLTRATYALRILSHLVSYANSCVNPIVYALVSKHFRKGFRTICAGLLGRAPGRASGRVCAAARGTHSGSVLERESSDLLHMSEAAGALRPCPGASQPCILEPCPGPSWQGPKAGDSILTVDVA
NPY-Y2 antag = blocks the human neuropeptide Y Y2 receptor; AID 793; 0.99% of 140,000 active; inhibition, % at 2.7 µM; P49146; NPY-Y2 expressing cells, antagonist mode; in the data active = inhibition above about 17%;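 note: 0% = vehicle with agonist challenge and 100% = reference antagonist with challenge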
Target sequence (P49146 whole entry, looked up): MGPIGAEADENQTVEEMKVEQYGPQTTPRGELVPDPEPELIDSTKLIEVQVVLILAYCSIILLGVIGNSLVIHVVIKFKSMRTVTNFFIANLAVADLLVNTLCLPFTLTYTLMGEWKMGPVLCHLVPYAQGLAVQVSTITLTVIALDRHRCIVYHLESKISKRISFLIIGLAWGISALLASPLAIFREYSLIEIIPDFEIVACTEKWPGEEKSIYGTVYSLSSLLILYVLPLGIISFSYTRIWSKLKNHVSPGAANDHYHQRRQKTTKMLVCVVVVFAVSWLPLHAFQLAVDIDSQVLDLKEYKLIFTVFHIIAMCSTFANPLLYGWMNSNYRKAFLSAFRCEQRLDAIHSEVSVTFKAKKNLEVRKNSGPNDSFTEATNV
BB579 growth dn = yeast BB579 growth reduction in restrictive medium | 0.51% of 140,000 active | inhibition, % at 10 µM | S. cerevisiae BB579 growth, OD615, 48 h;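 active = inhibition above a set limit, 3 SD over the mean compound inhibition, cut at about 44% in these data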; note: inactives centre near -24
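test system = yeast BB579 (DeaD) | buffer or medium = restrictive CSMM-D medium | doses = single compound dose of 10 µM, 0.25% DMSO final | times = 4 h preincubation and 48 h exposure at 30 °C | technique = culture absorbance at 615 nm | benchmarks = amphotericin B 10 µg/mL, positive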
Phagocyt inh = inhibitors of macrophage phagocytosis; J774A.1 macrophage IgG-bead phagocytosis, imaging; inhibition, % at 5 µM; 0.07% of 110,000 active;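 active = inhibition above the mean of the plate negative controls plus 5 SD, cut at about 13% in these data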;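 note: phagocytic index as fraction of beads internalized from green versus red external bead signal; plate controls were DMSO negative control for no effect and cytochalasin-D positive control for full effect; some results beyond the cut were filed as inactive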
MRP1 act = activators of MRP-1 | H69AR cells + doxorubicin, viability rescue, CellTiter-Glo | viability increase, % at 10 µM | 0.61% of 140,000 active | AID 799;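 active = viability gain under doxorubicin at or above a set limit, the compound median plus 3 SD, cut at about 4.7% in these data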;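 note: MRP-1 overexpressing cells given doxorubicin 25 µM after compound pretreatment; 18-22 h compound pretreatment then 72 h with doxorubicin before readout; 0% = doxorubicin-only wells and 100% = vehicle-treated cells without doxorubicin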
Active calls of the source: *; x = not tested or not shown.

Compound	E-sel TNF inh	Measles CPE	PTEN del growth	HCT116 bCat-KO	Yeast life ext	GALR2 blocker	NPY-Y2 antag	BB579 growth dn	Phagocyt inh	MRP1 act
Cn1c(=O)oc2cc(S(=O)(=O)Nc3cccc(C(=O)O)c3)ccc21	x	25	106	101	-8	3	-1	-13	-1	-0.6
COC(=O)N/N=C\c1cc(Br)ccc1OCc1ccccc1	2	4	54	35	8	-7	3	-38	-9	-3.7
Cn1c(-c2ccc(C(C)(C)C)cc2)n[nH]c1=S	-20	20	86	99	-11	4	4	-41	-2	-3.0
CC(C)c1ccc(N2CCN(C(=O)c3ccccc3NC(=O)/C=C(\C(=O)O)c3ccccc3)CC2)cc1	2	6	93	93	15	9	5	-50	0	-2.0
O=C(N/N=C/c1ccco1)c1cnccn1	-45	19	95	90	-5	5	7	-5	-4	0.4
Cc1ccc(C)c2c(SC(C)C(=O)NCc3ccco3)nc(-c3ccccc3)nc12 (centres undefined)	14	9	90	92	x	18	0	-42	x	-0.3
COC(=O)C1CCCN1C(C(=O)NC1CCCCC1)c1ccc(Cl)cc1 (centres undefined)	6	7	87	94	3	1	6	-7	x	-1.6
COc1ccc(/C=C(\NC(=O)c2cccs2)C(=O)Nc2ccccc2C)cc1OC	24	5	74	76	-2	-2	3	-20	1	-2.8
Cc1ccc(NC(=S)Nc2nc(CC(=O)Nc3ccccc3)cs2)cc1	5	1	89	80	-22	5	-2	-38	x	-2.8
N#Cc1nc(-c2ccccc2Cl)oc1N1CCOCC1	7	5	100	101	-30	3	3	-18	1	-4.9
N/C(=N\c1nc2c(c(=O)[nH]1)CCCC2)Nc1ccccc1Sc1ccccc1	13	17	60	60	-12	-10	2	-94	-1	-2.7
COc1ccc(/C=N/c2nc3ccccc3n2C)cc1OC	-3	x	96	105	-11	-7	4	-72	-3	-0.3
Cc1cc(=O)oc2cc(OCC(=O)N3CCCC(C)C3)ccc12 (centres undefined)	-7	20	99	83	-16	-6	3	-45	3	-0.3
C[N+]1(CC(=O)OCCCc2ccccc2)CCOCC1	4	6	92	103	-15	7	1	17	4	-1.6
N/C(=N\c1nc2c(c(=O)[nH]1)CCC2)Nc1ccccc1	25	48*	98	78	-4	8	1	-18	-8	-1.1
NS(=O)(=O)c1cccnc1Nc1ccc(Cl)c(Cl)c1	1	5	91	89	-13	5	-4	-91	-1	-1.0
CCCC(=O)N1CCc2cc(-c3nc(N)sc3C)ccc21	-6	3	87	88	-9	5	6	-9	-6	-3.4
CCOC(=O)CN1NC2(CCC(C)CC2)NC1=S (centres undefined)	16	5	102	98	-5	-3	1	-10	-1	-2.6
Cc1cccc(-n2c(O)c(C=NCc3ccccn3)c3ccccc3c2=O)c1	x	17	84	89	2	8	-1	-16	-5	-0.7
CCC(C(=O)O)n1c(C(F)(F)F)nc2ccccc21 (centres undefined)	-48	28	96	97	-6	-3	1	-93	x	-0.6
COCCSc1nnc(NC(=O)Cc2cccs2)s1	-24	11	100	94	-7	3	-1	-50	x	-3.5
Cc1cnc(C(=O)OCC(=O)N2CCc3ccccc3C2)cn1	x	49	101	90	-4	13	9	-32	0	-0.7
Cn1c(=O)c2c(SCC(N)=O)nc(CC(C)(C)C)nc2n(C)c1=O	x	7	98	86	-6	-10	3	-16	0	-0.7
COc1ccc(-n2c(=O)c3ccccc3n(CC(=O)Nc3cc(C)on3)c2=O)cc1OC	-3	19	88	81	-6	-3	3	-22	5	-1.8
COc1ccc(C(=O)N2CCC(N3CCN(c4ccccc4)CC3)CC2)cc1OC	-7	6	74	78	-2	-8	1	-24	0	-2.1

(next part)
Compound	E-sel TNF inh	Measles CPE	PTEN del growth	HCT116 bCat-KO	Yeast life ext	GALR2 blocker	NPY-Y2 antag	BB579 growth dn	Phagocyt inh	MRP1 act
Nc1cc(=O)[nH]c(=S)n1-c1ccccc1	-11	6	90	84	-3	3	2	0	-2	-1.8
CCOC(=O)C1=C(C)OC(N)=C(C#N)C1c1cc(OC)c2c(c1)OCO2 (centres undefined)	12	5	105	94	-4	-17	5	-41	0	-0.6
CCc1ccc(NC(=O)c2ccnc(C(C)(C)C)c2)cc1	8	2	93	95	-11	4	4	-43	x	-0.3
NC(=O)C1(N2CCCCC2)CCN(C2CC(=O)NC2=O)CC1 (centres undefined)	18	24	93	91	x	-3	3	-30	x	-1.2
COC(=O)Nc1ccc(S(=O)(=O)N2CCN(CCN3C(=O)C4C5C=CC(C5)C4C3=O)CC2)cc1 (centres undefined)	x	3	100	110	-8	-17	-5	-24	-1	0.6
Cc1ccc(C)c(NC(=O)c2ccc3c(c2)N(Cc2ccc(F)cc2)C(=O)CS3=O)c1 (centres undefined)	-21	8	86	80	-5	5	4	-28	2	-2.9
COC(=O)c1sc(NC(=O)c2csc3c2CCCC3)nc1C	15	50*	67	74	-14	-10	2	-5	-1	0.0
COc1ccc(C(=O)N[C@H](C(=O)OCc2cc(=O)oc3cc(C)ccc23)C(C)C)cc1	12	7	78	80	-2	-6	4	-18	-3	-1.2
O=C(O)CN1CCN(Cc2ccccc2)C1=O	-21	3	103	97	-5	8	5	-33	x	1.6
CCOC(=O)C(NC(=O)CC(C)C)(Nc1cc(C)on1)C(F)(F)F (centres undefined)	x	2	97	85	0	5	3	-7	-1	-0.6
Cc1ccc(/C=C/C(=O)NCCCc2ccccc2)cc1	x	10	93	94	-8	-19	34*	-4	0	-0.8
CCc1nnc(NS(=O)(=O)c2ccc(NC(=O)/C=C/c3ccc(OC)cc3OC)cc2)s1	x	21	95	91	0	-5	4	-41	2	-1.2
CCC(=O)Nc1nc(-c2ccccc2)ns1	12	4	99	84	x	0	0	-8	x	-2.0
CC1(C)S[C@@H]2[C@H](NC(=O)[C@H](N)c3ccc(O)cc3)C(=O)N2[C@H]1C(=O)O	x	19	100	96	5	-1	1	-10	x	0.0
Cc1ccccc1N=Nc1c(C)[nH]n(C(N)=S)c1=O	-16	3	94	90	-1	14	3	-25	-2	-1.7
Cc1cccc(-n2c(Cc3ccccc3)nnc2SCc2ccc([N+](=O)[O-])cc2)c1	x	2	68	83	6	10	3	-54	x	-3.0
O=C(NN1C(=O)c2ccccc2NC1c1ccccn1)c1ccc(Br)cc1 (centres undefined)	-10	18	96	88	-7	0	1	-45	x	2.0
O=C1CN(C(=O)COC(=O)C2CCN(S(=O)(=O)c3ccccc3C(F)(F)F)CC2)c2ccccc2N1	10	7	94	91	5	18	0	-27	0	0.1
Clc1ccccc1CSc1cc2c(nn1)-c1ccccc1CC2	-11	23	60	68	-16	5	12	-44	x	-5.0
CCOC(=O)c1nn(-c2ccc(F)cc2)c2c1CC/C2=C/c1ccccc1	6	5	70	59	-2	11	0	-46	-7	-0.1
Cc1ccc(C)c(NC(=O)Cc2coc3cc4c(cc23)CCC4)c1	x	6	81	78	1	-1	7	-32	-5	-3.2
CC1CCN(c2nc(NCc3ccco3)nc(N)c2[N+](=O)[O-])CC1	x	4	83	85	13	4	3	-35	x	-0.1
CC(C)(C)c1ccc(C(=O)N2CCNCC2)cc1	0	9	101	103	-7	-4	0	5	0	0.8
O=C(Nc1ccc(N=Nc2ccccc2)cc1)c1ccc(Cl)cc1Cl	20	30	101	103	8	1	3	-83	x	0.1
C=CCN1C(=O)C(Cc2ccc(OCC)cc2)SC1=Nc1ccc(C(=O)O)cc1 (centres undefined)	-8	6	101	100	1	2	2	-2	-4	0.6

2 of the compounds above, as labelled records:
CCOC(=O)C1=C(C)OC(N)=C(C#N)C1c1cc(OC)c2c(c1)OCO2 (centres undefined)
  E-sel TNF inh: 12
  Measles CPE: 5
  PTEN del growth: 105
  HCT116 bCat-KO: 94
  Yeast life ext: -4
  GALR2 blocker: -17
  NPY-Y2 antag: 5
  BB579 growth dn: -41
  Phagocyt inh: 0
  MRP1 act: -0.6

CCc1ccc(NC(=O)c2ccnc(C(C)(C)C)c2)cc1
  E-sel TNF inh: 8
  Measles CPE: 2
  PTEN del growth: 93
  HCT116 bCat-KO: 95
  Yeast life ext: -11
  GALR2 blocker: 4
  NPY-Y2 antag: 4
  BB579 growth dn: -43
  Phagocyt inh: x
  MRP1 act: -0.3

Later entries
Compound	E-sel TNF inh	Measles CPE	PTEN del growth	HCT116 bCat-KO	Yeast life ext	GALR2 blocker	NPY-Y2 antag	BB579 growth dn	Phagocyt inh	MRP1 act
COc1ccccc1-c1c(NC(=O)c2ccco2)n(-c2ccccc2)nc(C)c1=O	x	11	94	98	-9	-10	1	-12	0	-3.4
O=C(O)CSc1nnc(-c2ccncc2)n1-c1ccc(Cl)cc1	-19	20	100	102	-10	9	4	-36	x	0.7
O=C(CSc1nnc(Cn2c(=O)sc3ccccc32)n1-c1ccccc1)Nc1nccs1	-6	13	93	91	-4	6	3	-18	0	-2.0
CCN(C(=O)COC(=O)c1n[nH]c2ccccc12)C1CCS(=O)(=O)C1 (centres undefined)	-12	16	89	87	-4	7	1	2	12	-2.1
CCC(=O)N(Cc1ccco1)c1nc(C(=O)Nc2ccc(Cl)cc2)c(C)s1	x	35	72	81	6	-3	4	-17	-6	-3.6
CC(=O)Nc1nc(COc2ccc3ccccc3c2)cs1	-3	4	79	76	-9	0	2	-26	1	3.4
Cn1c(=O)c2nc(NCc3ccccc3)cnc2n(C)c1=O	-1	5	91	104	-12	17	1	13	-1	-1.4
COc1ccccc1C1CC(=O)Nc2c1c(=O)n(C)c(=O)n2C (centres undefined)	x	17	76	93	-14	-2	0	1	1	-0.9
O=C(c1ccc(S(=O)(=O)N2CCCCC2)cc1)N1CCN(c2ccccc2F)CC1	x	11	95	82	0	-14	5	-14	-4	-3.1
O=C(OCC(=O)N1CCOCC1)c1ccc2c(c1)OCCO2	-6	16	102	97	-6	4	4	0	-1	-0.6
CCOc1ccc(-n2c(SCC(=O)Nc3ccc(OC)cc3)nc3c(c2=O)SCC3)cc1	-13	21	87	86	7	4	2	-34	x	0.5
CC(=O)C1=C(c2ccccc2)OC(N)=C(C#N)C1c1ccccc1F (centres undefined)	x	17	91	80	8	-13	0	-33	x	-3.9
O=C(Cn1ncc2c(=O)oc3ccccc3c21)NCCN1CCN(c2ccccc2F)CC1	25	36	90	86	3	8	-1	-5	0	-3.6
C=CCNC(=O)CN(c1ccc(F)c(Cl)c1)S(C)(=O)=O	2	5	107	103	5	0	1	-48	1	-0.1
COC(=O)C1C(=O)c2c([nH]c(C(=O)OC3CCCCCC3)c2C)CC1C (centres undefined)	1	38	96	93	-11	1	6	28	-1	2.4
CCOC(=O)c1c(CSC(=N)N)n(-c2ccc(C)cc2)c2cc(Br)c(OC(C)=O)cc12	-22	0	28	29	-8	-17	10	-93	x	9.5*
CC(C)(CO)Nc1nc(N2CCCC2)nc(N2CCCC2)n1	-12	2	92	91	x	12	0	-7	x	-1.3
CCOC(=O)CC(=O)c1cc(OC)c(OC)c(OC)c1	6	23	103	108	-9	4	0	-38	-1	-1.0
CCC1(CC)Cc2ccccc2C(C2=C(O)CC(C)(C)CC2=O)=N1	6	20	95	97	6	-5	3	-38	-4	-2.5
Cc1cc(C(F)(F)F)nn1Cc1n[nH]c(=S)n1-c1cccc(Cl)c1	-1	x	90	94	-17	4	0	-56	1	-0.5
C=CCC(=O)OCCCCCCOc1ccc(C(=O)O)cc1	x	34	83	79	5	5	0	1	0	1.2

Screening results: PubChem, several laboratories
